# BL2 CD40 inh: CD40 pathway inhibition in BL2 cells; actives 0.94% (n = 83,000); BL2 NF-kB luciferase reporter, CD40L-induced, 4 h; inhibition, % at 10 µM;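 active = mean inhibition of at least 50% with a set share of replicates also reaching that level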;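 also: 0% = neutral control wells and 100% = IKK inhibitor VII at 50 µM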
# Active calls of the source: *; & = joins results of further samples; [ ] = remark or other dose. These rows are one share of the data; the hit share may differ from the screen's.
BL2 CD40 inh | mol
2 | O=C(Nc1ccccc1)Nc1ccc(Nc2ccccc2)cc1
5 | CN(C)CCNc1nc2sc3c(c2c(=O)n1-c1ccccc1)CCCCC3
-8 | Cc1ccc(N(CCC#N)C(=O)COC(=O)c2ccccc2SCC(=O)N2CCCC2)cc1
-10 | COC(=O)c1ccc(CSc2ccc3nnc(-c4ccccn4)n3n2)o1
0 | O=C(CCN1CCCCC1)c1ccc2c(c1)OCCO2
2[25 µM] | C[C@H](CO)N1C[C@H](C)[C@@H](CN(C)S(C)(=O)=O)OCc2cn(nn2)CCCC1=O
7[25 µM] | CN(C)C(=O)c1ccc(-c2ccc([C@H]3[C@@H](CO)N4CCCCN(C(=O)C5CC5)C[C@@H]34)cc2)cc1
-1 | Cc1ccc(-c2nc(CN(Cc3cnn(C)c3)C(C)C)c(C)o2)o1
-2 | CCn1c(SCC(=O)c2ccc(C)cc2)nnc1-c1ccncc1
3 | O=C(Cc1cccs1)N1CCN(S(=O)(=O)c2ccc(F)c(F)c2)CC1

# Further compounds follow:
BL2 CD40 inh | mol
-3 | Cc1ccc(Cc2nnc(SCC(=O)Nc3ccc(C)cc3C)[nH]c2=O)cc1
-7 | C[C@H](CO)N1C[C@H](C)[C@H](CN(C)C)OCc2ccccc2-c2ccccc2C1=O
4 | CN1C(=O)N(CC(=O)c2ccc3c(c2)OCO3)C(=O)C12CCCCC2
8 | O=C(CN1CCOCC1)Nc1ncc(Cc2cccc(Cl)c2)s1
8 | CCOc1nnc(C)c2c(C)n(-c3cccc(OC)c3)nc12
-5 | Cn1c(=O)c2c(ncn2CC(O)CO)n(C)c1=O (stereo not given)
14 | CN(C(=O)c1ccc(S(=O)(=O)N2CCOCC2)cc1)C1CCS(=O)(=O)C1 (stereo not given)
-8 | Cc1cc(-c2nnc3n2N=C(C(C)(C)C)CS3)n[nH]1
-4 | COc1ccccc1NC(=O)CSc1nc(=O)n(Cc2ccncc2)c2c1CCCC2
7 | O=C(c1ccc(Cl)c(S(=O)(=O)N2CCCC2)c1)N1CCN(c2ncccn2)CC1

# Further results
BL2 CD40 inh | mol
-4&-1 | Cc1ccccc1S(=O)(=O)N1[C@@H]2CNC[C@H]1C2c1ccc(-c2cccc(C#N)c2)cc1 (stereo not given in full)
-8[25 µM] | CN1c2ccc(C3=CCCCC3)cc2[C@@H]2[C@@H](CCN2C(=O)NC2CCCC2)[C@H]1CO
-9[25 µM] | CN(C)CCCNC(=O)[C@@H]1[C@@H](CO)[C@@H]2Cn3c(ccc(-c4cccnc4)c3=O)[C@H]1N2C(=O)CC1CC1
12 | COc1ccc(OC(C)C(=O)Nc2ccc([N+](=O)[O-])cc2)cc1 (stereo not given)
-23 | COc1cc(/C=N/NC(=O)c2ccccn2)ccc1OC(=O)c1cccs1
-3 | CC(=O)Nc1ccc(NC(=O)C(=O)NCC(c2ccco2)N2CCc3ccccc32)cc1 (stereo not given)
10 | C=CCn1c(CNC(=O)c2ccco2)nnc1SCC(=O)Nc1cccc(Br)c1
-2 | CC(OC(=O)c1ccc(O)cc1)C(=O)Nc1ccc(Oc2ccccc2)cc1 (stereo not given)
6 | CS(=O)(=O)c1cc(C(=O)O)cc(NCc2ccccc2)c1Oc1ccccc1
-6 | CC(NC(=O)NC12CC3CC(CC(C3)C1)C2)C1CCCO1 (stereo not given)

# Later entries.
BL2 CD40 inh | mol
7 | CC(c1ccco1)N(Cc1ccco1)C(=O)Nc1ccccc1 (stereo not given)
-7[25 µM] | CNC[C@@H]1OCc2ccccc2-c2ccccc2C(=O)N([C@@H](C)CO)C[C@@H]1C
11[25 µM] | COc1ccccc1-c1ccccc1[C@H]1[C@@H](C#N)N(C(=O)C2CC2)[C@H]1CO
-5 | CCCNC(=O)C1CN(S(=O)(=O)c2ccc(Cl)s2)c2ccccc2O1 (stereo not given)
5 | O=C1CCCc2c1ccc1ccccc21
-30 | CC(=O)N1CCN(c2ccc(NC(=O)c3ccco3)cc2)CC1
-12 | CCOc1ccc(C(=O)N[C@H](C(=O)NNC(=O)c2cccs2)C(C)C)cc1
10 | COc1ccc(NC(=O)C2CC(=O)n3c(nc4ccccc43)N2)cc1 (stereo not given)
-1 | COc1cccc(-c2cn(CC[C@H]3CC[C@@H](NC(=O)CC4CC4)[C@@H](CO)O3)nn2)c1
9 | O=C(COC(=O)C1(c2ccc(F)cc2)CCCC1)NC1CC1

# Next part:
BL2 CD40 inh | mol
14 | CCCN(C(=O)COC(=O)Cn1c(=O)oc2ccccc21)c1c(N)n(Cc2ccccc2)c(=O)[nH]c1=O
-40 | CSc1ncccc1C(=O)OCC(=O)c1cc(C)n(C)c1C
-1 | C[C@H]1CN([C@@H](C)CO)C(=O)CCCn2cc(nn2)CO[C@H]1CN(C)C(=O)Nc1ccc(C(F)(F)F)cc1
-21 | CCOC(=O)CN(C)Cc1cn[nH]c1-c1ccc2cc(OC)ccc2c1
4 | Cc1ccc(CON=C2CCN(c3ncc(C(F)(F)F)cc3Cl)CC2)cc1
-1 | Cc1ccc(N2CC(C(=O)OCC(=O)NNC(=O)c3ccccc3)CC2=O)cc1 (stereo not given)
0 | CCCNC(=O)c1cc2c(c(-c3cccc(-c4cccc(F)c4)c3)n1)[C@@H](CCO)N([S@](=O)C(C)(C)C)C2
6 | CC1(C)CC(NC(=O)c2ccc(F)cc2)CC(C)(C)N1
3 | CSCCC(NC(=O)c1ccccc1Cl)C(=O)NCC(c1ccc(F)cc1)N1CCOCC1 (stereo not given)
16 | Cc1noc(C)c1S(=O)(=O)N1CCC2(CC1)OCCO2

# More compounds follow.
BL2 CD40 inh | mol
2 | Cc1c(N)cccc1[N+](=O)[O-]
2 | Cc1ccc(F)cc1-c1nc(NCC2CC2)nc2ccsc12
-50 | Nc1ccccc1-c1nnc(-c2ccc(-c3ccccc3)cc2)o1
-11[25 µM] | C[C@@H]1CCCCO[C@@H](CN(C)Cc2ccc3c(c2)OCO3)[C@@H](C)CN([C@@H](C)CO)C(=O)c2cc(NS(=O)(=O)c3cn(C)cn3)ccc2O1
-10[25 µM] | CN(C[C@H]1[C@H](c2ccccc2)[C@@H](CO)N1CC1CC1)C(=O)c1ccc(F)cc1
-1 | O=C(COC(=O)CCN1C(=O)C2CC=CCC2C1=O)Nc1ccc(Cl)cc1F (stereo not given)
7 | Cc1cc(C(=O)N2CCC2(C)C(=O)Nc2ccc3[nH]ncc3c2)nn1C (stereo not given)
6 | O=C(Nc1cccc(-c2cscn2)c1)C1CCN(Cc2ccccn2)CC1
11 | OCC1CCCN(c2nc(CN3CCCCC3)nc3scc(-c4ccccc4)c23)C1 (stereo not given)
6 | Cc1ccc(S(=O)(=O)Nc2cccc3c2CCCC3)cc1

# Next part:
BL2 CD40 inh | mol
-9[25 µM] | O=C(c1cccnc1)N1CC2(C1)[C@H](c1ccccc1)[C@@H](CO)N2C(=O)CC1CC1
5 | O=C(CN(c1ccc2c(c1)OCCO2)S(=O)(=O)c1ccccc1)NCc1ccco1
4 | Cc1ccc(-n2cnnn2)c(S(=O)(=O)N2CCOCC2)c1
-10 | COc1ccccc1Cn1nc(C(=O)O)c2ccccc2c1=O
-6 | CCN1CCN(c2nc3ccccc3n3cnnc23)CC1
1 | CCOC(=O)c1c(NC(=O)c2ccncc2)sc(C)c1C
2 | CC12CCC(=O)N1C(C(=O)Nc1ccc(F)c(F)c1F)CS2 (stereo not given)
11 | Cc1ccc(C)c(NS(=O)(=O)c2ccc3c(c2)NC(=O)CCS3)c1
-7 | Cc1ccc2nsnc2c1S(=O)(=O)N1CCN(Cc2ccc3c(c2)OCO3)CC1
1 | CN(C(=O)COC(=O)c1ccccc1C(=O)c1ccccc1)c1ccccc1

# Other compounds:
BL2 CD40 inh | mol
4 | COc1ccccc1NC(=O)c1ccccc1C(=O)N(C)Cc1ccccc1
6[25 µM] | N#Cc1ccc(-c2ccc([C@@H]3[C@H]4CN(C(=O)Nc5ccc(F)cc5)CCCCN4[C@H]3CO)cc2)cc1
1 | O=C(CN1CCOCC1)NCC[C@H]1CC[C@H](NS(=O)(=O)c2ccc(F)cc2)[C@H](CO)O1
-85 | Nn1c(-c2cccs2)nc2sc3c(c2c1=O)CCCC3
1 | CCC(=O)N1CCC1(C)C(=O)Nc1cccc(OC)c1OC (stereo not given)
6 | O=C(O)c1c(-c2ccccc2)cnc2ccccc12
9 | COc1ccccc1NS(=O)(=O)c1ccc(C(=O)NCC(c2ccccc2OC)N2CCCC2)cc1 (stereo not given)
-1[25 µM] | Cc1cccc(-c2ccc([C@H]3[C@@H](CO)N4CCCCN(S(=O)(=O)c5ccccc5F)C[C@@H]34)cc2)c1
-1 | O=C(COC(=O)Cn1cnc2ccccc21)NCc1ccc(F)cc1
5 | O=C(NCCN1CCNC1=O)C1CCC(=O)N(Cc2ccccc2F)C1 (stereo not given)

# New compounds follow
BL2 CD40 inh | mol
-10 | O=C(CCc1nc2ccccc2c(=O)[nH]1)Nc1nnc(SCc2ccc(F)cc2)s1
-13[25 µM] | CC(=O)NC[C@@H]1[C@@H](c2ccc(C#Cc3ccccc3F)cc2)[C@@H](CO)N1C(C)=O
-6 | Clc1ccc(Cn2ncc3c(NCCN4CCOCC4)ncnc32)cc1
0 | CCOC(=O)c1cc(-c2ccc(Cl)cc2)nc2c1c(=O)[nH]c(=O)n2CCOC
17 | Cc1[nH]ccc2c1[nH]c1cc(=O)ccc12
6 | CCCC(=O)Nc1cc(S(=O)(=O)N2CCOCC2)ccc1N1CCCCC1
-4[25 µM] | COc1ccccc1NC(=O)N1[C@H](C#N)[C@H](c2ccccc2)[C@H]1CO
-1 | OC[C@@H]1[C@H](c2ccc(C3=CCCCC3)cc2)[C@@H](CNC2CCCC2)N1CC1CC1
-9 | CC(C)NCC#CCOc1ccc(Cl)cc1
21 | CCOc1ccc2nc(SCC(=O)N(CCOC)c3c(N)n(Cc4ccccc4)c(=O)[nH]c3=O)[nH]c2c1

# Six compounds from above, ordered by molecular weight, high to low.
BL2 CD40 inh | mol
21 | CCOc1ccc2nc(SCC(=O)N(CCOC)c3c(N)n(Cc4ccccc4)c(=O)[nH]c3=O)[nH]c2c1
0 | CCOC(=O)c1cc(-c2ccc(Cl)cc2)nc2c1c(=O)[nH]c(=O)n2CCOC
-1 | OC[C@@H]1[C@H](c2ccc(C3=CCCCC3)cc2)[C@@H](CNC2CCCC2)N1CC1CC1
-13[25 µM] | CC(=O)NC[C@@H]1[C@@H](c2ccc(C#Cc3ccccc3F)cc2)[C@@H](CO)N1C(C)=O
-4[25 µM] | COc1ccccc1NC(=O)N1[C@H](C#N)[C@H](c2ccccc2)[C@H]1CO
-9 | CC(C)NCC#CCOc1ccc(Cl)cc1

# Continuation.
BL2 CD40 inh | mol
-14 | CNC(=S)Nc1cc(C(=O)N2CCCC2)ccc1N1CCCC1
1 | COc1cc(C(=O)COC(=O)c2c(C)noc2C)cc(OC)c1OC
-8[25 µM] | O=C(C1CCCCC1)N1CC(=O)N2[C@H](C1)[C@@H](c1ccc(-c3ccccc3F)cc1)[C@@H]2CO
6[25 µM] | N#C[C@H]1[C@H](c2ccccc2C2=CCCCC2)[C@H](CO)N1C(=O)c1ccccn1
-19 | O=C(Nc1nc2c(s1)CCCC2)c1cc(-c2ccccc2)nc2ccccc12
7[25 µM] | C[C@@H]1CN([C@@H](C)CO)C(=O)Cc2cc(NC(=O)C3CC3)ccc2O[C@@H]1CN(C)S(=O)(=O)c1cn(C)cn1
-15[25 µM] | Cc1ccc(-c2ccc(C3[C@H]4CNC[C@@H]3N4S(=O)(=O)c3ccccc3F)cc2)cc1 (stereo not given in full)
18 | O=C(COc1ccc(F)cc1)NCCNC(=O)COc1ccc(F)cc1
4 | Cc1ccc2c([N+](=O)[O-])cccc2n1
5[25 µM] | COCC(=O)N1[C@@H]2c3ccc(-c4ccncc4)c(=O)n3C[C@@H]2[C@@H](CO)[C@@H]1C(=O)Nc1ccccc1

# 3 of the entries above in order of their number in BL2 CD40 inh, low to high:
BL2 CD40 inh | mol
1 | COc1cc(C(=O)COC(=O)c2c(C)noc2C)cc(OC)c1OC
4 | Cc1ccc2c([N+](=O)[O-])cccc2n1
18 | O=C(COc1ccc(F)cc1)NCCNC(=O)COc1ccc(F)cc1

# More records
BL2 CD40 inh | mol
4[25 µM] | CC(C)CC#Cc1ccc([C@@H]2[C@H](CO)N3CCCCN(C(=O)Nc4ccccc4)C[C@@H]23)cc1
5 | C/C(=N\NC(=O)c1ccccc1C)c1ccc(N2CCOCC2)cc1
-77 | CCOC(=O)C1=C(C)N[C@@]2(O)c3ccccc3C(=O)[C@@]12O
-7 | CC1CCCCC1NC(=O)c1cccc(S(=O)(=O)N2CCN(Cc3ccccc3)CC2)c1 (stereo not given)
3 | CCCCC(C(=O)O)C(C)CC(=O)Nc1nccs1 (stereo not given)
9 | COc1ccc(CC(=O)NCc2nc(-c3ccccc3)no2)cc1
12 | COC(=O)c1sccc1NC(=O)C1CC1
-1 | O=C(CN1C(=O)NC2(CCc3ccccc32)C1=O)c1c[nH]c2ccccc12 (stereo not given)
-62 | COc1ccc(-n2ncc3c(N4CCc5ccccc54)ncnc32)cc1
5 | Cc1noc(C)c1NC(=O)N(C)C[C@H]1OCCCC[C@H](C)Oc2ccc(NS(=O)(=O)c3ccc(F)cc3)cc2C(=O)N([C@H](C)CO)C[C@@H]1C

# Next part
BL2 CD40 inh | mol
2 | CC(=O)N(C)C[C@@H]1Oc2ccc(N(C)C)cc2CC(=O)N(C)C[C@@H]1C
13 | CCCCC(=O)Nc1ccccc1CC
-12[25 µM] | CN(C)C(=O)[C@@H]1[C@@H](CO)[C@@H]2Cn3c(ccc(C4=CCCC4)c3=O)[C@@H]2N1Cc1ccc2c(c1)OCO2
5 | Nc1o[nH]c(=O)c1C1CCCCC1
2[25 µM] | CCCNC(=O)N1C[C@@H]2[C@H](c3ccccc31)[C@H](CO)N2C(=O)NC(C)C
3 | O=C(C1CCCCN1S(=O)(=O)c1ccccc1[N+](=O)[O-])N1CCCC1 (stereo not given)
-2 | O=C(NCC1CCCN1S(=O)(=O)c1cccs1)c1cccc(F)c1 (stereo not given)

# Individual results from the results shown:
# In BL2 CD40 inh, Nc1o[nH]c(=O)c1C1CCCCC1 shows 5
# In BL2 CD40 inh, O=C(NCC1CCCN1S(=O)(=O)c1cccs1)c1cccc(F)c1 (stereo not given) shows -2

# Bioassay records as filed in PubChem.
